Screens as filed in PubChem.
TNAP act hi DEA = increases human TNAP activity under high phosphate acceptor concentration; purified TNAP, CDP-star luminescence, 1 M DEA, 30 min; stronger effect = higher value; 0 = EDTA background, 1 = DMSO-only activity; activation factor at 20 µM; 200,000 tested, under 10 active;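 active means activation factor at least 2 at 20 µM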
Target sequence (P05186 whole entry, looked up): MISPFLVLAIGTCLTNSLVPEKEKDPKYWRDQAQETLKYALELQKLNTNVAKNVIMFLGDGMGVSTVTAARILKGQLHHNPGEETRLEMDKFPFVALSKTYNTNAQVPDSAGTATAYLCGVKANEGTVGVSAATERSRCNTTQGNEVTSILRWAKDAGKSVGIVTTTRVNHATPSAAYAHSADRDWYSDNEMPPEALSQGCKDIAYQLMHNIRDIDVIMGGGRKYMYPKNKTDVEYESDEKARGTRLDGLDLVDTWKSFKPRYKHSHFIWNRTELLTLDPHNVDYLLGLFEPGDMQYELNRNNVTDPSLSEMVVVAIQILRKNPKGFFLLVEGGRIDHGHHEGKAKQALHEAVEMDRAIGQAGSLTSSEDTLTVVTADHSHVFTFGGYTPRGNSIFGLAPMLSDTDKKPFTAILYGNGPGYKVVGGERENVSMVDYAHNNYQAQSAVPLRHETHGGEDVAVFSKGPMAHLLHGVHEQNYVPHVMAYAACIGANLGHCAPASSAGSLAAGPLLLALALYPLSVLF
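Control set: EDTA negative control, DMSO positive control / Assay system: human TNAP / Quantity: TNAP 1/800 final / Evaluation: TNAP activation factor scaled between EDTA and DMSO control wells / Measured by: luminescent substrate turnover signal / Compound dosing: one dose, 20 µM / Times: 30 min enzyme reaction at room temperature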
TNAP inh no acc = TNAP (human) inhibition, acceptor-free conditions. P05186. purified TNAP, CDP-star luminescence, 30 min. inhibition, % at 20 µM. actives 0.26% (n = 200,000);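 active means tissue-nonspecific alkaline phosphatase inhibition above about 50% at 20 µM in the single-dose screen, limit read from the data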;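 further: 0% = DMSO negative control and 100% = EDTA positive control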
bIAP act = intestinal alkaline phosphatase (bovine) activation | activation factor at 20 µM | actives 0.17% (n = 200,000) | purified bovine IAP, CDP-star luminescence, 30 min; stronger effect = higher value; fold of DMSO-control signal, blank-subtracted;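 active means activation factor of 2 or more at 20 µM, a signal rise over negative controls twice the positive control's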
PPARg SRC-1 ag = agonists of human PPARgamma SRC-1 coactivator recruitment | P37231 | PPARgamma-SRC-1 coactivator recruitment biochemical assay | activation, % at 8 µM | actives 0.41% (n = 200,000) | AID 631; in the data active means activation above about 19%;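 further: 0% = DMSO and 100% = reference agonist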
Target sequence (P37231 whole entry, looked up): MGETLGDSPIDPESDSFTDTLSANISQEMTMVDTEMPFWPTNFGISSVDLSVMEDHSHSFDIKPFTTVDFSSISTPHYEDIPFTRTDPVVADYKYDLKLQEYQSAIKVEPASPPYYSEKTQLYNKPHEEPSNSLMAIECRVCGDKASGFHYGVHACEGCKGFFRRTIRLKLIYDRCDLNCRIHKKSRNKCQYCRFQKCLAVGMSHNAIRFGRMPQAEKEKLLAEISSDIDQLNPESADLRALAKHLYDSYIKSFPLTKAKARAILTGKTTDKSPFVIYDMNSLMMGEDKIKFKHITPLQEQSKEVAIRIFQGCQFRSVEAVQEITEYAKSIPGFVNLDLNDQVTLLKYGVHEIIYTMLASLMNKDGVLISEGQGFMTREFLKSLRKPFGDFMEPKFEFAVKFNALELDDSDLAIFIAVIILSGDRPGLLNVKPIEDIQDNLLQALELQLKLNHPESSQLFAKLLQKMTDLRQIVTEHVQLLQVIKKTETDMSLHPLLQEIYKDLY
Efa HMGR inh = E. faecalis class II HMG-CoA reductase inhibition; purified E. faecalis HMGR, NADPH absorbance 340 nm kinetic; inhibition, % at 10 µM; actives 0.41% (n = 190,000); AID 1066;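 active means inhibition above a set limit, the median over all tested compounds plus 3 SD, cut at about 9.5% in these data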;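 further: enzyme runs in reverse so mevalonate oxidation gives rising NADPH absorbance; 0% = complete reaction with DMSO and 100% = background rate lacking mevalonate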
PPARg SRC-3 ag = agonists of human PPARgamma SRC-3 coactivator recruitment; P37231; biochemical PPARgamma/SRC-3 coactivator recruitment assay; activation, % at 8 µM; actives 0.26% (n = 200,000); AID 731; in the data active means activation above about 23%;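 further: 0% = DMSO and 100% = reference agonist; some compounds past the cut are filed as inactive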
PPARg SRC-2 ag = promotes SRC-2 coactivator recruitment by human PPARgamma. PPARgamma LBD-SRC-2 recruitment, biochemical. activation, % at 8 µM. actives 0.34% (n = 200,000). AID 1032. P37231; in the data active means activation above about 22%;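 further: 0% = vehicle and 100% = reference agonist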
TNAP inh hi DEA = inhibitors of human TNAP at high phosphate acceptor concentration | P05186 | purified TNAP, CDP-star luminescence, 1 M DEA | inhibition, % at 20 µM | actives 0.03% (n = 200,000) | AID 1135;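 active means over 50% inhibition of tissue-nonspecific alkaline phosphatase at 20 µM in the single-dose screen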;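 further: plate controls were DMSO wells for no effect and EDTA-quenched wells as full inhibition for full effect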
TR-FRET SRC-2 ct = counter-screen for PPARgamma SRC-2 recruitment agonists: TR-FRET artefact; stronger effect = higher value; TR-FRET ratio at 8 µM; actives 0.4% (n = 200,000); AID 1049; in the data active means TR-FRET ratio above about 2000; further: inactives centre near 1500
bIAP inh = blocks bovine intestinal alkaline phosphatase activity. purified bovine IAP, CDP-star luminescence, 30 min. inhibition, % at 20 µM. 190,000 tested, under 10 active. AID 1019;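 active means over 50% inhibition of intestinal alkaline phosphatase at 20 µM in the single-dose screen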
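System: purified bovine intestinal alkaline phosphatase (IAP) enzyme; Input: IAP diluted 1/65,000,000 in the well; Measured by: CDP-star luminescence signal; Compound dosing: 20 µM single dose; Incubation: 30 min reaction at room temperature.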
* hit, by the source's call.

item | canonical_smiles | TNAP act hi DEA | TNAP inh no acc | bIAP act | PPARg SRC-1 ag | Efa HMGR inh
1 | CN(Cc1ccccc1)C(=O)C(C(=O)c1ccc(F)cc1)n1cc(Cl)ccc1=O (centres undefined) | 1 | -9 | 1.1 | -1 | -1
2 | O=C(Nc1ccc(F)cc1)C(c1ccccc1)N1CCN(S(=O)(=O)c2c(F)cccc2F)CC1 (centres undefined) | 1 | -26 | 0.9 | 2 | -1
3 | Cc1ccc(C(=O)N/C(=C\C=C\c2ccccc2)C(=O)NCc2ccco2)cc1 | 1.1 | -6 | 1.1 | 2 | 1
4 | O=C(COC(=O)c1cc[n+]([O-])cc1)Nc1ccc([N+](=O)[O-])cc1 | 1 | -2 | 0.9 | 7 | -7
5 | COc1ccc(NC(=O)C(c2ccc(OC)cc2)N(C)C(=O)c2cnccn2)cc1 (centres undefined) | 1.1 | -10 | 1 | 2 | 1
6 | Cc1ccc(N(CCC(=O)O)S(=O)(=O)c2cccc(C(F)(F)F)c2)cc1 | 1 | -11 | 1 | 0 | -1
7 | COc1ccccc1C1CC(=O)Nc2cc3c(cc21)OCCO3 (centres undefined) | 1 | -8 | 0.9 | -2 | 0
8 | O=C(NC1CC1)C1CCCN1C(=O)NC1CCCCC1 (centres undefined) | 1 | -17 | 0.9 | 16 | 4
9 | CCO[C@@H]1OC(C(=O)NCc2nc3ccccc3[nH]2)=C[C@H](c2ccc(C(F)(F)F)cc2)[C@H]1CCCO | 1.1 | -13 | 1.2 | 2 | 1
10 | CCOC(=O)N1CCC(n2c(SCC(=O)OCc3ccccc3)nc3ccsc3c2=O)CC1 | 1 | -13 | 1 | 4 | -4
11 | Cc1cccc(NC(=S)NCCC(c2ccccc2)c2ccccc2)c1 | 1.5 | -148 | 0.9 | 2 | 6
12 | CCc1ccc(NC2Nc3cc(C)nn3S2)cc1 (centres undefined) | 1 | -38 | 1 | 3 | 1

item | PPARg SRC-3 ag | PPARg SRC-2 ag | TNAP inh hi DEA | TR-FRET SRC-2 ct | bIAP inh
1 | -1 | -7 | -3 | 1431 | -6
2 | 7 | 2 | -1 | 1611 | 8
3 | 4 | -2 | -7 | 1557 | -6
4 | 2 | 2 | -4 | 1670 | 7
5 | 3 | 6 | -6 | 1460 | 3
6 | -1 | -1 | -2 | 1599 | -2
7 | -1 | -5 | -4 | 1370 | 9
8 | 2 | -1 | -2 | 1699 | 5
9 | -6 | 6 | -8 | 1487 | -19
10 | 12 | 15 | -3 | 1581 | -5
11 | -3 | -3 | -46 | 1693 | 10
12 | -3 | 3 | -3 | 1570 | 5

(further entries)
item | canonical_smiles | TNAP act hi DEA | TNAP inh no acc | bIAP act | PPARg SRC-1 ag | Efa HMGR inh
13 | COC(=O)[C@@]1(Cc2ccc(F)cc2)[C@H]2c3cc(C(=O)N4CCCC4)n(CCc4c[nH]c5ccc(OC)cc45)c3C[C@H]2CN1C(=O)c1ccccc1 | 1 | -7 | 1.1 | -1 | -5
14 | COc1ccc(C)cc1NC(=O)C1CCN(S(=O)(=O)c2cccc3cccnc23)CC1 | 1 | -6 | 1 | 1 | -1
15 | COc1cccc(C2=NOC(C(=O)N3CCN(Cc4ccccc4)CC3)C2)c1OC (centres undefined) | 1 | -4 | 1 | -1 | -1
16 | CCOc1ccc(Nc2nc(Cc3nnc(SCC(=O)O)o3)cs2)cc1 | 1 | -9 | 1 | 1 | 1
17 | COc1cccc(C=Nc2cccnc2)c1O | 1 | -13 | 0.9 | 8 | 3
18 | COC(=O)c1cc(=O)c2c(C)nc(C(Cl)(Cl)Cl)nc2[nH]1 | 1 | -31 | 1.2 | -4 | 1
19 | CCN(CCNC(=O)C1CCCN(Cc2nc(-c3ccc(OC)cc3)oc2C)C1)c1ccccc1 (centres undefined) | 1 | -4 | 1.3 | 2 | 3
20 | COc1ccc(C(=O)Nc2nc3nccc(-c4ccccc4)n3n2)cc1 | 1.1 | -8 | 1 | 8 | 0
21 | Cc1cccc(OCc2nc3ccccc3c(=O)n2N)c1 | 1 | -8 | 0.9 | 2 | -8
22 | Oc1ccc(Cl)cc1C=Nc1ccc(Br)cc1 | 1 | -9 | 1 | 6 | 1
23 | Cc1cc(NCCCN2CCOCC2)n2c(nc3ccccc32)c1C#N | 1 | -12 | 1.1 | 6 | -3
24 | CC(=O)c1c(C)[nH]c(C(=O)Nc2cccc(S(=O)(=O)N(C)C)c2)c1C | 1 | -12 | 0.9 | 4 | -6

item | PPARg SRC-3 ag | PPARg SRC-2 ag | TNAP inh hi DEA | TR-FRET SRC-2 ct | bIAP inh
13 | 3 | 2 | -2 | 1379 | -14
14 | 2 | 6 | -5 | 1315 | 2
15 | -9 | -2 | -3 | 1545 | 0
16 | -4 | 6 | -4 | 1536 | -4
17 | 3 | 3 | 1 | 1577 | 7
18 | 1 | 5 | -3 | 1606 | -24
19 | -6 | 1 | 0 | 1625 | -25
20 | 3 | 6 | -6 | 1606 | 2
21 | 12 | 6 | -2 | 1575 | 12
22 | 6 | 9 | 2 | 1645 | 5
23 | 8 | 9 | -4 | 1601 | -7
24 | 2 | -6 | -2 | 1678 | 7

Record cards (already shown). Screens in order: TNAP act hi DEA	TNAP inh no acc	bIAP act	PPARg SRC-1 ag	Efa HMGR inh	PPARg SRC-3 ag	PPARg SRC-2 ag	TNAP inh hi DEA	TR-FRET SRC-2 ct	bIAP inh
Entry for `Cc1cc(NCCCN2CCOCC2)n2c(nc3ccccc32)c1C#N` → 1	-12	1.1	6	-3	8	9	-4	1601	-7
Entry for `O=C(NC1CC1)C1CCCN1C(=O)NC1CCCCC1` (centres undefined) → 1	-17	0.9	16	4	2	-1	-2	1699	5

(continued)
item | canonical_smiles | TNAP act hi DEA | TNAP inh no acc | bIAP act | PPARg SRC-1 ag | Efa HMGR inh
25 | CCCC/S(C)=N/S(=O)(=O)c1ccc(C)cc1 (centres undefined) | 1 | -5 | 1.1 | 7 | 3
26 | COc1ccc(OC)c(Cc2nnc(CCC(=O)N3CCC(N4CCCCC4)CC3)o2)c1 | 1.1 | -10 | 1.3 | 9 | 2
27 | CCN(CC)C(=O)CSc1nc(-c2cccs2)cc(-c2cccs2)c1C#N | 1 | -4 | 1 | 12 | -5
28 | O=C(NCC(=O)N(Cc1ccccc1)C(C(=O)NC1CCCCC1)c1ccco1)c1ccco1 (centres undefined) | 1 | -9 | 1.3 | -6 | -4
29 | Cc1ccc2cccc(OC(=O)c3ccc4c(c3)OCCO4)c2n1 | 1.1 | 8 | 1.1 | 7 | -4
30 | C=CCn1c(=N)n(CC(O)c2ccco2)c2ccccc21 (centres undefined) | 1.1 | -3 | 1 | 6 | -2
31 | COc1ccc(C(=O)NC(CO)c2nnc(SCc3ccc(Cl)c(Cl)c3)n2C)cc1 (centres undefined) | 1 | -3 | 1.1 | 7 | -3
32 | CSc1nnc(-c2ccc(NC(=O)CCc3ccccc3)cc2)n1C | 1 | -10 | 1.1 | 0 | 2
33 | CN1C(=O)C(CC(=O)NC2CCCCC2)SC1=Nc1ccccc1 (centres undefined) | 1.1 | -4 | 1 | 7 | 1
34 | Cc1cc(C(=O)Nc2ccccc2N2CCOCC2)c2ccccc2n1 | 1 | -3 | 1 | -3 | -3
35 | COC(=O)c1ccc(Nc2nc(C)cc(=O)[nH]2)cc1 | 1 | -3 | 1 | 2 | -7
36 | N#Cc1c(NC(=O)CCN2C(=O)c3ccccc3C2=O)oc(-c2ccccc2)c1-c1ccccc1 | 1 | 5 | 1 | -10 | -2

item | PPARg SRC-3 ag | PPARg SRC-2 ag | TNAP inh hi DEA | TR-FRET SRC-2 ct | bIAP inh
25 | 7 | 4 | -2 | 1633 | -9
26 | 6 | 7 | -10 | 1799 | -26
27 | 13 | 4 | 0 | 1394 | -3
28 | -3 | -3 | -2 | 1491 | -27
29 | 11 | 11 | -6 | 1600 | -10
30 | 1 | 9 | -8 | 1477 | 1
31 | 3 | 4 | 2 | 1560 | -10
32 | -6 | -1 | 0 | 1420 | -6
33 | 5 | 6 | -7 | 1718 | 4
34 | 4 | 4 | -1 | 1606 | 0
35 | 0 | 4 | 2 | 1547 | 1
36 | -14 | -6 | -4 | 1585 | 3

Four entries from above, set out differently:
26) COc1ccc(OC)c(Cc2nnc(CCC(=O)N3CCC(N4CCCCC4)CC3)o2)c1
  TNAP act hi DEA: 1.1 | TNAP inh no acc: -10 | bIAP act: 1.3 | PPARg SRC-1 ag: 9 | Efa HMGR inh: 2 | PPARg SRC-3 ag: 6 | PPARg SRC-2 ag: 7 | TNAP inh hi DEA: -10 | TR-FRET SRC-2 ct: 1799 | bIAP inh: -26
27) CCN(CC)C(=O)CSc1nc(-c2cccs2)cc(-c2cccs2)c1C#N
  TNAP act hi DEA: 1 | TNAP inh no acc: -4 | bIAP act: 1 | PPARg SRC-1 ag: 12 | Efa HMGR inh: -5 | PPARg SRC-3 ag: 13 | PPARg SRC-2 ag: 4 | TNAP inh hi DEA: 0 | TR-FRET SRC-2 ct: 1394 | bIAP inh: -3
28) O=C(NCC(=O)N(Cc1ccccc1)C(C(=O)NC1CCCCC1)c1ccco1)c1ccco1 (centres undefined)
  TNAP act hi DEA: 1 | TNAP inh no acc: -9 | bIAP act: 1.3 | PPARg SRC-1 ag: -6 | Efa HMGR inh: -4 | PPARg SRC-3 ag: -3 | PPARg SRC-2 ag: -3 | TNAP inh hi DEA: -2 | TR-FRET SRC-2 ct: 1491 | bIAP inh: -27
29) Cc1ccc2cccc(OC(=O)c3ccc4c(c3)OCCO4)c2n1
  TNAP act hi DEA: 1.1 | TNAP inh no acc: 8 | bIAP act: 1.1 | PPARg SRC-1 ag: 7 | Efa HMGR inh: -4 | PPARg SRC-3 ag: 11 | PPARg SRC-2 ag: 11 | TNAP inh hi DEA: -6 | TR-FRET SRC-2 ct: 1600 | bIAP inh: -10

The list goes on:
item | canonical_smiles | TNAP act hi DEA | TNAP inh no acc | bIAP act | PPARg SRC-1 ag | Efa HMGR inh
37 | CC(=O)c1c(C(C)=O)c(C)n(-c2ccc(C(=O)O)cc2)c1C | 1.1 | -16 | 0.9 | 2 | 2
38 | O=C(OCCNc1nc(-c2ccccc2)nc2ccccc12)c1cccnc1 | 1 | 1 | 1 | 7 | 0
39 | Cc1nc(-c2ccccc2)sc1C(=O)CSc1ccccc1 | 1 | -4 | 1 | -1 | -1
40 | CCOc1ccc2nc(/N=C/c3nc(-c4ccc(Br)cc4)oc3O)sc2c1 | 0.7 | -1 | 0.9 | 5 | 1
41 | Cc1ccc(/C=C/C(=O)NCc2ccc3c(c2)OCO3)o1 | 1.1 | -18 | 0.9 | 6 | -1
42 | Cc1cccc(C(=O)NC2CC3CCCC(C2)N3C(=O)NC2CCCCC2)c1 (centres undefined) | 1.1 | 0 | 0.8 | 7 | -3
43 | On1c(-c2ccccc2Cl)nc2ccccc21 | 1 | 4 | 1.2 | 9 | 1
44 | CCn1cc([N+](=O)[O-])c(C(=O)Nc2ccc(Cn3nc(C)cc3C)cc2)n1 | 1 | -7 | 1 | -6 | 6

item | PPARg SRC-3 ag | PPARg SRC-2 ag | TNAP inh hi DEA | TR-FRET SRC-2 ct | bIAP inh
37 | 2 | -3 | -8 | 1626 | 6
38 | 1 | 0 | -2 | 1470 | -2
39 | 7 | 6 | -1 | 1536 | 3
40 | 2 | 6 | 29 | 1537 | 9
41 | 3 | 0 | -6 | 1759 | 12
42 | 0 | 4 | -7 | 1633 | 20
43 | 1 | 6 | -4 | 1621 | -20
44 | 7 | 0 | -4 | 1379 | 4

Outcome played no part in choosing rows (roughly 1.6% active in at least one column).
